Assay outcomes as filed in PubChem.
FBW7 activator: activators of human E3 ligase FBW7; AlphaScreen FBW7–phospho-cyclin E peptide binding, activator screen; actives 0.13% (n = 650,000); normalized activity (activation), % at 26.1 µM; in the data active = normalized activity above about 1.9%;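 note: purified mutant Fbw7 with reduced substrate affinity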
TEAD-YAP inh: TEAD-YAP interaction inhibition | HEK-TIYL cells, TEAD-Gal4/YAP UAS-luciferase luminescence | inhibition, % at 9.12 µM | actives 1.4% (n = 640,000); in the data active = inhibition above about 32%;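 note: 0% = median of test compound wells and 100% = reference inhibitor wells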
MITF inh: human MITF inhibition, primary screen; AlphaScreen MITF homodimerization, bead proximity signal; inhibition, % at 2.6 µM; actives 0.91% (n = 650,000); O75030; in the data active = inhibition above about 50%;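 note: 0% = vehicle wells with protein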
Target sequence (O75030 whole entry, looked up): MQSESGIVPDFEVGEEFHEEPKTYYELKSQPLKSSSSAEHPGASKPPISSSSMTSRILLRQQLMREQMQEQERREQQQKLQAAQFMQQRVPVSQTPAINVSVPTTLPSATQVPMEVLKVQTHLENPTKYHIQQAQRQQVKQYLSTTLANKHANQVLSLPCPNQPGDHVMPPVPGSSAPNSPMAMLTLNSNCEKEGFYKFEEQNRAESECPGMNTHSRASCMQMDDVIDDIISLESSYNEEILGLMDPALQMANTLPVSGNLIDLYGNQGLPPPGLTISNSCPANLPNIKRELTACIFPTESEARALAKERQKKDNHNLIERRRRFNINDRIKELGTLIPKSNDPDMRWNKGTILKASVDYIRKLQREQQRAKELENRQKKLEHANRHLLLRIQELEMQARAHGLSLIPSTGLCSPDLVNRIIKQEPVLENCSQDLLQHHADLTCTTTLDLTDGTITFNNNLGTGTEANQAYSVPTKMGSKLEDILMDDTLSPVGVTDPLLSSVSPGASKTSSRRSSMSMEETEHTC
GPR151 activ: activates the human receptor GPR151; actives 1% (n = 650,000); PathHunter beta-arrestin GPR151 cells, luminescence; activation, % at 11.2 µM; in the data active = activation above about 4.9%;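 note: 0% = median of compound wells and 100% = cells with positive control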
Target sequence (Q8TDV0 whole entry, looked up): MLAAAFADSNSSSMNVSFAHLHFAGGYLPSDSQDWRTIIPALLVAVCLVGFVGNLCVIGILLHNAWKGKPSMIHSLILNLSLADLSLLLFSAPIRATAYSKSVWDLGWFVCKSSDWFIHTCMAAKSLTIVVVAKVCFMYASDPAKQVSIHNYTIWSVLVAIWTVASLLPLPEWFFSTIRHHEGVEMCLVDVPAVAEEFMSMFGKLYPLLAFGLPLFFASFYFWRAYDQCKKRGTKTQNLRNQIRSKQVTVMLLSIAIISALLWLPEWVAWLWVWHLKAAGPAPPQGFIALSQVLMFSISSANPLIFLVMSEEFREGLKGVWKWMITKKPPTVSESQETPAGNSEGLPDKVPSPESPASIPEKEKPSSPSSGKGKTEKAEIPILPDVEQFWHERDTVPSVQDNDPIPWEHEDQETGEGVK
Active calls of the source: *; · = no result given; & = joins results of further samples.

SMILES	FBW7 activator	TEAD-YAP inh	MITF inh	GPR151 activ
CCCN(CC1CC1)C(=O)CCC1(Cc2ccc(Cl)cc2)CCC(=O)N1 (stereo unspecified)	0.8	-3.5	1.4	-1.5
Nc1cc(=O)[nH]c(SCC(=O)Nc2ccc(Cl)cc2)n1	0.8	0.5	13.1	0.7
CCCCC/C=C\C/C=C\CC(O)/C=C/C=C\CCCC(=O)O (stereo unspecified)	·	·	5.1	-1.1
COC(=O)c1cc(-c2ccccc2)n[nH]1	-0.1	-10.6	8.0	-0.2
CCOc1ccccc1C1C(C#N)=C(SCC(=O)OCc2ccccc2)NC(=O)C1C#N (stereo unspecified)	0.0	10.1	-1.3	0.8
COc1ccc(CCNC(=O)c2csc(N3CCc4ccccc4C3)n2)cc1	0.1	10.6	-2.7	-1.1
O=C(NCC(c1cccnc1)N1CCc2ccccc2C1)c1ccc(Br)cc1 (stereo unspecified)	-0.1	3.5	3.2	1.2
COc1cccc(/C=N/n2c(C)cc(C)c(C#N)c2=O)c1O	0.8	-2.2	-3.2	0.1
COc1ccc(C2C(C(=O)Nc3nc4ccccc4s3)CCC(=O)N2c2ccc(OC)cc2)cc1 (stereo unspecified)	0.2	3.5	32.8	1.5
CN(C)C(=O)C12CCC(C)(C(=O)C1)C2(C)C (stereo unspecified)	0.2	2.5	11.1	-0.7

Reformatted: results already given.
smiles | FBW7 activator | TEAD-YAP inh | MITF inh | GPR151 activ
CN(C)C(=O)C12CCC(C)(C(=O)C1)C2(C)C (stereo unspecified) | 0.2 | 2.5 | 11.1 | -0.7
CCCCC/C=C\C/C=C\CC(O)/C=C/C=C\CCCC(=O)O (stereo unspecified) | · | · | 5.1 | -1.1
COc1cccc(/C=N/n2c(C)cc(C)c(C#N)c2=O)c1O | 0.8 | -2.2 | -3.2 | 0.1

Other compounds follow.
SMILES	FBW7 activator	TEAD-YAP inh	MITF inh	GPR151 activ
O=C(O)c1ccc2c(c1)C1C=CCC1C(c1ccc([N+](=O)[O-])cc1)N2 (stereo unspecified)	-0.3	15.1	84.0*	-2.2
CCOc1ccc(CNC(=O)c2cc3cc4ccc(OC)cc4nc3o2)cc1	0.2	-5.3	-5.8	-0.6
Cn1c(=O)c(/C=C/c2cccc(O)c2)nc2ccccc21	0.3	-12.4	-1.0	0.5
COc1cccc(C2=NOC(C(=O)Nc3c(C)n(C)n(-c4ccccc4)c3=O)C2)c1OC (stereo unspecified)	-0.2	-0.9	-0.1	0.4
O=C(c1ccccc1)N1CCN(C2CCCCCC2)CC1	0.9	-9.3	48.9	-1.2
O=C(Nc1c2c(nn1-c1ccc(F)cc1)CS(=O)(=O)C2)C12CC3CC(CC(C3)C1)C2	0.7	6.6	9.7	-2.2
COc1ccc(O)c(CN2CCC3(CC2)CC3C(=O)Nc2ccccc2OC)c1 (stereo unspecified)	0.1	-2.2	2.1	-0.9
Cc1ccc(C2/C(=C(\O)c3ccccc3)C(=O)C(=O)N2c2ncccn2)cc1 (stereo unspecified)	0.4	3.2	12.9	0.7
O=C1N(Cc2c(F)cccc2Cl)c2ccccc2C12OCCCO2	0.3	-7.0	10.0	0.5
Fc1cccc(-c2cnc3c(N4CCOCC4)nccn23)c1	0.8	-38.5	8.4	0.3
CCCCOc1ccc(C(=O)Nc2c(C)n(C)n(-c3ccccc3)c2=O)cc1	0.0	-0.1	4.4	2.0
O=C(Cc1ccccc1)Nc1c2c(nn1-c1ccc(Cl)cc1)CS(=O)(=O)C2	-0.1	4.2	-5.6	0.5
CN1CCN(C(=O)CN(c2ccc(Cl)c(Cl)c2)S(=O)(=O)c2ccccc2)CC1	-0.1	7.0	17.1	1.6
Cc1nc(-c2ccccc2)sc1C(=O)Nc1ccncc1	-0.1	29.7	11.9	1.0
COc1ccc(NC(=O)c2ccc(C)c(I)c2)cc1	0.1	-72.5	1.5	-0.8
CC1(C)CC(=O)C2(OC3=C(C(=O)CC(C)(C)C3)C2c2ccccc2)C(=O)C1 (stereo unspecified)	0.0	-7.6	-16.5	0.6
CCc1ccc(C2C(C(=O)Nc3cccc(F)c3)=C(C)NC3=C2C(=O)CC(C)(C)C3)cc1 (stereo unspecified)	0.6	-1.0	12.3	-0.1
COc1ccc(CCNc2ncnc3c2nc(Nc2ccccc2)n3C(C)C)cc1	0.2	23.1	2.7	1.9
CCOC(=O)C1=C(C)N=c2s/c(=C\c3ccc(OC)c(O)c3)c(=O)n2C1c1ccc(OC)c(OC)c1 (stereo unspecified)	0.1	-5.8	0.1	1.5
O=C(Nc1ccc(I)cc1)c1ccc2c(c1)C(=O)N(c1ccc(Sc3ccc([N+](=O)[O-])cc3)cc1)C2=O	0.2	-4.8	14.9	-1.0
CN1Cc2c(N)cccc2C(c2ccccc2)C1 (stereo unspecified)	0.0&-0.1&0.2	-19.1&-2.7	6.8&6.0&4.0	0.3&0.4&-1.5
Cc1nc2c(c(C)c1CCC(=O)NCC1CCCO1)c(=O)n(C)c(=O)n2C (stereo unspecified)	-0.1	0.6	-2.4	0.0
CN(C)c1ccc(NC(=O)C2CCCCC2)cc1	0.0	-47.1	5.8	-0.8
COc1ccc(-c2cnc(Oc3ccc(S(C)(=O)=O)cc3)nc2)cc1	0.1	17.6	-1.2	0.6
Cc1nc2ccccc2c(=O)n1NCc1ccc(O)cc1	0.2	6.0	-10.2	-0.4
CCOC(=O)C1(Cc2ccccc2C(F)(F)F)CCN(C(=O)Cc2nonc2C)CC1	0.2	-41.2	1.6	0.0
CCN(CC)C1=CC(=O)OC12CCCCC2	-0.1	20.6	-11.0	0.7
CCc1ccc(NC(=O)c2cccc([N+](=O)[O-])c2)cc1	-0.1	-57.3	13.4	-4.2
O=c1[nH]c(Cc2cccs2)nc2ccccc12	-0.2	3.6	3.2	0.6
Cc1cc(CN2CCc3c(nc(N4CCOCC4)[nH]c3=O)C2)c(C)n1CC1CCCO1 (stereo unspecified)	0.0	-10.8	19.5	0.3
Cc1cc(-c2nnc(CCC(=O)N(C)CC(O)c3ccccc3)o2)c(C)o1 (stereo unspecified)	0.0	1.9	-7.4	0.4
Clc1ccc(OCCN2CCC(c3nc(-c4ccnnc4)no3)CC2)cc1	-0.1	0.3	8.0	0.5
CC(=O)N1CCN(C(=O)C2(NC(=O)Nc3cccc(F)c3)CCCCC2)CC1	-0.1	-4.0	7.6	-0.7
Cc1c(NC(=O)c2ccccc2)cccc1-c1nc2ccccc2o1	-0.1	3.6	-5.5	-0.2
CCOC(=O)c1c(NC(=O)CSc2nnc(CNC(=O)Cc3ccccc3)n2CCc2ccccc2)sc2c1CCCC2	0.2	-1.5	1.7	-0.8
CCOC(=O)NC(CC(=O)O)c1ccc(F)cc1 (stereo unspecified)	0.2	-2.0	-10.3	-0.3
CC(=O)N1N=C(c2ccc3c(c2)OCO3)CC1c1ccc(Br)cc1 (stereo unspecified)	-0.1	-8.8	-2.5	1.8
CCOCCCN(C(=S)Nc1ccc(OC)c(Cl)c1)C1CCN(C(C)=O)CC1	-0.4	-10.8	0.8	-1.2
CC(=O)c1cccc(-c2ccc(C(=O)Nc3ccc(Oc4ccccc4)cc3)s2)c1	0.0	0.1	6.6	1.0
CCS(=O)(=O)Nc1cccc(-c2nc3cccnc3s2)c1C	0.0	-24.2	0.2	0.2
CC(C)(C)NC(=O)CN1CCN(c2nc3c(c(=O)[nH]2)CCCC3)CC1	0.0	-4.3	-4.2	-0.4
CCOC(=O)CC(NC(=O)c1ccc([N+](=O)[O-])cc1)c1ccccc1Cl (stereo unspecified)	0.2	7.0	11.1	0.0
O=C(NCc1ccc(F)cc1)c1cc(S(=O)(=O)N2CCCCC2)c[nH]1	-0.1	-0.3	-4.8	-1.9
Cc1cc2nc(/C(C#N)=C/c3ccccc3OCC(N)=O)[nH]c2cc1C	0.0	-8.3	6.3	1.3
CC(C)CCN1CCN(Cc2c[nH]c3ccccc23)CC1CCO (stereo unspecified)	-0.1	-1.8	-6.7	0.0
O=C(CCCOc1ccc(Cl)cc1Cl)Nc1ccc(Br)cc1	0.1	0.4	0.0	0.3
O=C1CCCN1CCCNc1nc(NCCN2CCOCC2)c2ncn(-c3ccsc3)c2n1	0.1	43.0*	16.2	-0.4
O=C(NCC1Cc2cc(-c3cccnc3)ccc2O1)c1ccco1 (stereo unspecified)	-0.1	-24.2	5.8	2.0
NC(=O)NC(CC(=O)Nc1ccc(S(N)(=O)=O)cc1)c1cccc(Br)c1 (stereo unspecified)	-0.1	7.7	-2.2	3.5
COc1ccc(Cc2nnc(NC(=O)COc3ccc(Cl)cc3)s2)cc1	0.4	8.1	12.8	-0.2
New compounds follow:
SMILES	FBW7 activator	TEAD-YAP inh	MITF inh	GPR151 activ
O=[N+]1C(CBr)=C(CBr)N([O-])C2CCCCC21 (stereo unspecified)	0.1	-2.5	-6.1	-0.5
Cc1c(C(=O)N2CCCC2)nnn1-c1nonc1N	-0.2	-1.9	-1.6	0.9
O=C(c1cnc2sc3ccccc3n12)C(F)(F)F	0.2	-7.9	5.0	-1.1
COc1cc(C(=O)Nc2c3c(nn2-c2ccccc2C)CS(=O)(=O)C3)cc(OC)c1OC	-0.2	-10.9	-0.7	2.0
N#C/C(=C\c1ccncc1)C(=O)Nc1cccc(S(=O)(=O)N2CCCCC2)c1	0.1	0.1	10.0	1.4
CC(C)(C)n1ncc2c(=O)n(CC(=O)Nc3ccc(OC(F)(F)F)cc3)cnc21	0.1	19.1	9.4	-1.2
O=C1NC(c2ccccc2)=N/C1=C/c1ccccc1	0.1	-12.4	-5.9	-0.6
CCCN1CCN(CCCNC(=O)CN2C(=O)COc3ccccc32)CC1	-0.2	-5.2	-0.6	-0.1
Cc1[nH]c2ccc(F)cc2c1CCN1C(=O)OC(C)(C)C1(C)O (stereo unspecified)	0.0	2.8	5.1	0.5
OCCCNc1nccn2c(-c3cccs3)cnc12	-0.2	0.3	-2.4	-0.2

Some values from the results shown:
Entry of N#C/C(=C\c1ccncc1)C(=O)Nc1cccc(S(=O)(=O)N2CCCCC2)c1 under TEAD-YAP inh: 0.1
Entry of COc1cc(C(=O)Nc2c3c(nn2-c2ccccc2C)CS(=O)(=O)C3)cc(OC)c1OC under FBW7 activator: -0.2

Other compounds.
SMILES	FBW7 activator	TEAD-YAP inh	MITF inh	GPR151 activ
CC(=O)Nc1ccc(S(=O)(=O)N2CCC(n3cnc4cc(F)ccc43)CC2)cc1	0.0	-22.4	-4.7	-0.4
CC(C)(C#N)NC(=O)C(=O)c1c[nH]c2ccccc12	0.1	-5.1	-5.4	0.5
CCC1c2ccc(C)n2CCN1C(=O)NCc1ccccc1 (stereo unspecified)	0.0	1.9	11.0	-0.2
CCOC(=O)C1CCN(c2c(N3CCN(c4cc(C)ccc4C)CC3)c(=O)c2=O)CC1	-0.1	-4.2	-3.7	-0.6
O=C(COc1ccccc1)Nc1ccc(-c2nc3ncccc3o2)cc1	0.2	-7.5	6.9	0.5
COC(=O)c1ccc(NS(=O)(=O)c2ccc3c(c2)NC(=O)C(C)C(=O)N3)cc1 (stereo unspecified)	0.1	0.8	2.3	-0.5
O=C1S/C(=C/c2ccc(O)cc2)C(=O)N1c1ccccc1	0.0	-45.1	-7.9	0.9
COc1ccccc1N(CC(=O)N(C)C)S(=O)(=O)c1ccc(C)cc1	-0.1	4.4	4.7	-0.9
O=C(NCCc1nc2ccccc2n1CCOc1ccc(Cl)cc1)c1ccco1	0.2	-9.1	3.4	-0.9
CCOCCn1c(=NC(=O)c2cccs2)sc2cc(OC)c(OC)cc21	0.9	-15.2	-17.2	-1.1
CCn1ccnc1CNC(=O)CC1C(=O)NCCN1Cc1ccc(F)c(F)c1 (stereo unspecified)	0.2	3.4	10.7	0.2
CCCn1c(CCC(=O)Nc2ccc(OC)c(OC)c2)nc2cccnc21	-0.2	-4.9	-5.1	-0.4
CC1=C(C(=O)NCCc2ccccc2)C2(CCCCC2)OC1=O	0.0	7.7	6.9	1.8
CCOC(=O)C1=C(C)NC2=C(C(=O)CC(C)(C)C2)C1c1ccc(CC)cc1 (stereo unspecified)	0.2	8.2	-11.3	-0.3
Nc1nonc1-c1nnnn1CC(=O)Nc1cccc(C(F)(F)F)c1	0.1	9.8	1.4	-0.7
CC(=O)CC1(O)C(=O)N(C)c2ccccc21 (stereo unspecified)	0.1	5.3	11.6	-0.8
Clc1ccc(CCNc2ncnc3[nH]ncc23)cc1	0.2	-42.8	-6.1	0.3
COCCn1c(-c2ccc(C)cc2)cnc1SCC(=O)N1CCc2ccccc21	-0.2	-12.3	13.0	-0.7
COc1cc(Br)ccc1NS(=O)(=O)c1ccccc1	0.0	-2.2	2.5	1.4
CCOc1ccc2nc(NC3=NCN(Cc4ccco4)CN3)nc(C)c2c1	0.2	4.0	11.6	-0.1
Cc1ccc2nc(-c3ccc(SCC(=O)O)nc3)[nH]c2c1	-0.2	-4.5	-10.4	-1.0
CCN(CC)C(=O)c1c(C)nc2cc3c(cc2c1C)OCO3	0.0	-4.6	10.0	-0.6
COc1ccccc1C1/C(=C(/O)c2ccc(C)cc2)C(=O)C(=O)N1Cc1cccnc1 (stereo unspecified)	0.0	2.3	5.6	-0.2
COC(=O)c1ccc(/C=N/OCc2ccccc2Cl)cc1	0.7	-18.1	6.0	-1.2
CC(C)CCNC(=O)C1C2C=CC3(CN(Cc4ccccc4Cl)C(=O)C13)O2 (stereo unspecified)	0.0	1.7	6.4	-0.8
COc1ccc(/C(N)=N/OC(=O)COc2ccc(Cl)cc2Cl)cc1OC	0.2	0.0	3.2	0.0
CCN(CC)S(=O)(=O)Cc1ccc([N+](=O)[O-])cc1	0.0	-4.9	14.3	-1.3

Record cards, from the list above.
COC(=O)c1ccc(/C=N/OCc2ccccc2Cl)cc1 is entered as FBW7 activator = 0.7; TEAD-YAP inh = -18.1; MITF inh = 6.0; GPR151 activ = -1.2
COc1ccc(/C(N)=N/OC(=O)COc2ccc(Cl)cc2Cl)cc1OC is entered as FBW7 activator = 0.2; TEAD-YAP inh = 0.0; MITF inh = 3.2; GPR151 activ = 0.0

Random draw from the library; 3.4% or so of the library scored in one or more.
